High-throughput results deposited in PubChem BioAssay by several laboratories.
phage Ecoli inh: E. coli growth loss with phage present | growth absorbance | inhibition, % at 11.9 µM | 360,000 compounds, 0.26% hits | AID 651602; in the data active = inhibition above about 11%
PfHsp90 yeast 2: growth inhibition of yeast expressing Plasmodium Hsp90; 310,000 compounds, 0.32% hits; S. cerevisiae expressing PfHsp90, BacTiter-Glo ATP, 48 h; yeast lacking PDR1 and PDR3 efflux regulators; inhibition, % at 9.4 µM;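 active = every replicate shows inhibition above about 80%, whatever the replicate mean, limit read from the data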;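 note: 0% = DMSO neutral controls and 100% = 20 µM radicicol positive controls; yeast relying on Plasmodium falciparum Hsp90 in place of its own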
HTR5A inv ag: inverse agonist of human HTR5A in OPRM1-OPRD1 counter-screen; P47898; HTR5A cell line, luminescence, inverse agonism; inhibition, % at 9.3 µM; 340,000 compounds, 0.083% hits; in the data active = inhibition mostly above about 23%, no sharp cut-off; inactive = mostly below about 18%;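 note: 0% = cells with DMSO and 100% = no-cell wells with DMSO; some compounds called inactive have numbers as strong as hits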
DSG3 Ab inh: inhibitors of pemphigus antibody binding to human desmoglein-3; 310,000 compounds, 0.48% hits; P32926; DSG3-coupled beads, scFv-anti-DSG3-GFP binding, flow cytometry; active compounds read low; binding (percent of control), % at 10 µM;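 active = binding more than 3 SD below its plate's average and above zero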;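 note: hits lower antibody fragment binding to DSG3; some compounds called inactive have numbers as strong as hits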
Target sequence (P32926 whole entry, looked up, the tested form may be a part): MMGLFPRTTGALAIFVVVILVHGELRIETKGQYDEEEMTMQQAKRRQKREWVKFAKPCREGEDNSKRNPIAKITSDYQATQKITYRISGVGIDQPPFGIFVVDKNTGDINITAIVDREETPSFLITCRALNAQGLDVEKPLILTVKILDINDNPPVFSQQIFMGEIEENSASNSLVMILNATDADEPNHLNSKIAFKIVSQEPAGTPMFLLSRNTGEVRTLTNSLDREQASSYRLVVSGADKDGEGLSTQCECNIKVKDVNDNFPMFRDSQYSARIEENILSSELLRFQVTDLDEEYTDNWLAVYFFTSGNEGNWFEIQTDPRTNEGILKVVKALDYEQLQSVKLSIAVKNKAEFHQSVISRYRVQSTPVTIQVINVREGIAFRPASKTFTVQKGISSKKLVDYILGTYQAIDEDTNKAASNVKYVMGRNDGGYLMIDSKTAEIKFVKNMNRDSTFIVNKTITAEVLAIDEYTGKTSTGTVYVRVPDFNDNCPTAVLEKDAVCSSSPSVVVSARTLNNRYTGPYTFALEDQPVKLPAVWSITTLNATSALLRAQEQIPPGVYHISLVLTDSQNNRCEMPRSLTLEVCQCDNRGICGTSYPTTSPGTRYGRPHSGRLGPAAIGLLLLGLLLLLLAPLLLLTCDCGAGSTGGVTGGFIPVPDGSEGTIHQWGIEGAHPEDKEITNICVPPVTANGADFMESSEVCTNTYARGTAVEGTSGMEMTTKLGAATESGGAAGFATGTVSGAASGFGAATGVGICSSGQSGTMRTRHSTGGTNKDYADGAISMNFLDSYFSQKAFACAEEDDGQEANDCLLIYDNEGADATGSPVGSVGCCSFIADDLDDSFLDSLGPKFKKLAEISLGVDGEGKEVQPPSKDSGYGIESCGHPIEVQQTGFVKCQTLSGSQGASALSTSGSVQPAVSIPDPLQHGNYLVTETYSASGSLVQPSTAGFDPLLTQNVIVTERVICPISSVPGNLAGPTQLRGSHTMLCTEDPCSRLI
Ecoli viability: reduces bacterial viability in AddAB counter-screen | inhibition, % at 11.9 µM | 330,000 compounds, 0.27% hits | E. coli V3065 growth, OD600 absorbance, 18 h;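 active = inhibition above the campaign's mean inhibition across all tested compounds plus 3 SD, cut at about 9.9% in these data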;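 note: uninfected addAB+ strain grown without phage in ampicillin broth; 0% = DMSO wells and 100% = ciprofloxacin 0.95 µg/ml wells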
AddAB inh: less growth of phage-infected E. coli with AddAB; E. coli expressing H. pylori AddAB, absorbance growth; inhibition, % at 11.9 µM; 330,000 compounds, 0.29% hits; in the data active = inhibition above about 12%;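 note: 0% = vehicle wells of infected cells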
HTR5A ag ctr: activates human HTR5A in OPRM1-OPRD1 agonist counter-screen | P47898 | HTR5A agonist assay, luminescence, cell-based | activation, % at 9.3 µM | 340,000 compounds, 0.61% hits; in the data active = activation mostly above about 9.5%, no sharp cut-off; inactive = mostly below about 7.6%;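 note: 0% = cells with vehicle only and 100% = reference agonist; strong numbers were not always called active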
PKA-R1A act: activates the PKA-R1A holoenzyme complex; AID 504707; activation, % at 11.4 µM; P00514+P68181; 340,000 compounds, 0.083% hits; PKA-R1A dissociation, Cy5-IP20 fluorescence polarization; scaled: DMSO 0%, 113 µM cGMP 100%;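 active = percent activation above the mean of all tested compounds plus 3 SD, cut at about 19% in these data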;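 note: higher means more PKAc released from R1A so a rise in polarization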
OPRM1-OPRD1 inv: inverse agonists of human mu-delta opioid receptor heterodimerization; inhibition, % at 9.3 µM; cell-based MOR-DOR heterodimer luminescence, inverse agonism; AID 504357; 340,000 compounds, 0.21% hits; P35372+P41143; in the data active = inhibition above about 22%, passing the limit was not always enough;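 note: 0% = cells with DMSO and 100% = wells without cells with DMSO; values of inactives mirror those of a sister screen read the other way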
SUMO Mot1 rescue: blocks SUMOylation pathway, rescuing yeast Mot1-301 growth | S. cerevisiae Mot1-301 growth rescue, ATP luminescence, 38.5C; percent above DMSO median, 100 means doubled | growth rescue, % at 18.8 µM | 320,000 compounds, 1% hits | AID 2716;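 active = every valid replicate shows activation above 250% relative to neutral control wells; inactive = the rest, any valid replicate at or below 250%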;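 note: OY570 slx delta 5 strain wells were the positive control but not used for scaling; some compounds called inactive have numbers as strong as hits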
OPRM1-OPRD1 ag: agonists of human mu-delta opioid receptor heterodimerization | activation, % at 9.3 µM | cells, OPRM1-OPRD1 heterodimerization, luminescence | 340,000 compounds, 0.3% hits | P35372+P41143; in the data active = activation above about 18%;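 note: 0% = vehicle-treated cells and 100% = reference agonist; values of inactives mirror those of a sister screen read the other way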
The depositor's hits bear a star; x = no result given. Outcome played no part in choosing rows, and some 3.2% of all compounds hit somewhere here.

structure	phage Ecoli inh	PfHsp90 yeast 2	HTR5A inv ag	DSG3 Ab inh	Ecoli viability	AddAB inh	HTR5A ag ctr	PKA-R1A act	OPRM1-OPRD1 inv	SUMO Mot1 rescue	OPRM1-OPRD1 ag
N=C1N(/N=C/c2ccccc2)C(=Nc2ccccc2)C(=S)N1c1ccccc1	1.4	17.0	2.6	92.5	0.8	2.3	0.5	1.4	13.2	0.5	-2.9
COc1ccccc1NC(=O)c1cc2c(CO)cnc(C)c2oc1=Nc1cccc(C(N)=O)c1	-1.0	-5.3	-3.4	87.6	-2.2	1.9	0.9	-3.2	18.4	-11.5	-3.3
CCN1C(=O)CC(c2ccccc2)N(C2CCCC2)c2nc(Nc3ccc(C(=O)NC4CCN(C)CC4)cc3OC)ncc21 (stereo unspecified)	x	7.1	6.8	106.8	-1.8	0.6	-0.5	4.3	6.2	-5.6	-1.1
O=C(CN1CCN(S(=O)(=O)c2ccccc2)CC1)Nc1ccc2c(c1)OCO2	2.7	-9.7	-0.2	111.9	0.6	-0.4	3.7	-9.1	9.9	-1.1	-1.7
O=C(O)c1cc2c(s1)-c1ccccc1CC2	1.5	-25.8	-13.5	127.2	2.2	2.8	-4.8	3.3	15.7	-7.0	-2.9
COc1ccccc1NC(=O)C(NC(=O)c1ccc(C)cc1)c1ccccc1 (stereo unspecified)	2.2	-19.1	-38.3	85.8	-0.2	-1.3	-3.6	1.9	-4.6	3.0	0.9
CN(C)/N=C/c1cc([N+](=O)[O-])ccc1O	0.0	0.6	28.1*	105.9	-0.9	4.1	-8.9	0.1	7.8	7.1	-1.5
O=C(NCc1ccccc1)c1c[nH]c2ccccc2c1=O	0.4	1.0	-7.9	112.9	1.1	2.0	1.5	8.7	-8.3	-2.3	1.5
Cc1cccc(N(C(=O)c2snc(C(N)=O)c2N)C(C)C(=O)NCC2CCCO2)c1 (stereo unspecified)	2.1	-1.9	-0.1	98.4	0.4	2.1	0.4	-10.1	6.0	84.0	-1.1
CC1CCCCN1C(=O)CCNS(=O)(=O)c1ccc2c(c1)c(=O)n(C)c(=O)n2C (stereo unspecified)	0.7	-10.7	5.0	104.9	-2.5	2.6	1.6	-11.3	13.7	-3.8	-2.6
O=C(c1ccccn1)N1CCN(c2cccc(C(F)(F)F)c2)CC1	4.8	8.8	-53.0	110.5	-0.5	0.4	-10.1	-5.4	0.9	363.3*	-0.2
O=C(Cn1c(-c2cscn2)nc2ccccc21)Nc1ccccc1F	0.7	-10.5	x	104.0	-1.6	-0.4	x	9.3	x	-15.5	x

New compounds follow
structure	phage Ecoli inh	PfHsp90 yeast 2	HTR5A inv ag	DSG3 Ab inh	Ecoli viability	AddAB inh	HTR5A ag ctr	PKA-R1A act	OPRM1-OPRD1 inv	SUMO Mot1 rescue	OPRM1-OPRD1 ag
O=C(COC(=O)C1=COCCO1)NC(=O)c1ccc(OC(F)F)cc1	1.9	4.5	-13.4	x	-2.2	-1.1	-4.3	0.9	2.0	-2.4	-0.4
O=C1OCCC1Sc1ncnc2sccc12 (stereo unspecified)	0.4	16.6	4.9	106.1	0.5	4.3	-2.8	-6.7	3.0	-9.0	-0.7
CN(CC(=O)N1CCCCC1)S(=O)(=O)c1cccc2cccnc12	3.0	-12.8	-0.9	106.3	1.5	2.3	0.3	-21.8	11.5	-12.1	-2.3
COCCNC(=O)COc1ccccc1C	2.4	20.0	-5.3	x	0.4	3.3	-0.6	-5.6	17.1	24.9	-4.1
C=CCOCCN(CCOCC=C)C1=NS(=O)(=O)c2ccccc21	1.2	-7.7	-17.6	102.2	0.3	2.8	-3.7	2.0	5.4	-6.0	-1.0
NC(=O)Cc1nc(-c2ccc(Br)cc2)cs1	2.7	-16.3	7.0	112.4	-0.7	1.2	1.4	-6.2	-5.9	0.1	1.1
O=C(CSc1ccc2nnc(-c3ccccn3)n2n1)N1CCOCC1	0.9	-1.1	-10.2	99.3	2.6	2.3	4.0	-9.4	13.9	-4.0	-2.5
Cc1cnc(C(=O)OCC(=O)N(Cc2ccccc2)C(C)(C)C)cn1	5.5	36.7	-25.8	97.4	-1.6	-1.0	6.7	0.9	0.6	-10.2	-0.1
CCOC(=O)C(C)(C)C(=O)C(C)(C)C(O)c1ccccn1 (stereo unspecified)	-7.2	11.0	19.8	94.7	3.6	0.7	-0.3	-1.8	10.0	12.3	-1.9
Cc1ccc(OCc2nnc(SC3CCc4ccccc4C3=O)n2C)cc1 (stereo unspecified)	0.5	2.8	10.9	101.8	-1.7	3.7	-2.5	-6.3	1.1	-24.8	-0.2
CCOC(=O)c1sc(NC(=O)Cc2ccccc2OC)nc1C	0.6	-16.4	0.0	104.3	1.2	-3.3	0.0	-4.8	14.9	11.6	-3.2
Cc1cccn2c(CN3CCCC(c4ccccc4)C3)c(C(=O)N3CCOCC3)nc12 (stereo unspecified)	4.0	-13.6	-0.8	93.4	-0.3	-0.5	0.3	-8.6	0.6	6.1	-0.1

(list continues)
structure	phage Ecoli inh	PfHsp90 yeast 2	HTR5A inv ag	DSG3 Ab inh	Ecoli viability	AddAB inh	HTR5A ag ctr	PKA-R1A act	OPRM1-OPRD1 inv	SUMO Mot1 rescue	OPRM1-OPRD1 ag
CC1=C(C(=O)Nc2ccccc2)C(c2ccc(N(C)C)cc2)NC(=O)N1 (stereo unspecified)	2.9	-123.7	11.4	94.2	1.0	1.5	-3.2	8.9	6.1	200.6	-1.1
COc1ccc(OC)c(S(=O)(=O)NCCS(=O)(=O)N2CCN(c3ccccc3)CC2)c1	1.9	10.0	4.6	93.1	0.4	0.1	5.9	-7.2	-3.6	-7.9	0.7
CCOC(=O)C1(Cc2ccccc2C(F)(F)F)CCN(C2CCSC2)CC1 (stereo unspecified)	2.7	13.1	-1.9	104.0	-1.6	-0.5	1.9	-4.4	-0.1	-5.4	0.0
Cc1cccc(C(=O)OCC(=O)N2CCCCCC2)c1C	2.7	15.8	-7.0	131.5	-2.8	-0.7	1.8	-12.0	11.5	-10.5	-2.4
CCCCOc1ccc(C(CC(=O)NC)C(=O)O)cc1 (stereo unspecified)	2.1	8.8	-12.8	106.3	3.1	5.2	4.7	-8.2	2.9	-0.6	-0.7
CCN(CC)S(=O)(=O)c1ccc2oc(SCC3CN=C(c4ccc(OC)cc4)S3)nc2c1 (stereo unspecified)	0.0	-24.0	-18.4	x	0.2	1.3	6.9	-0.6	2.7	3.4	-0.5
CN(C)c1ccc(/C=[N+](\[O-])C2SC(=S)N(C)C2(C)C)cc1 (stereo unspecified)	3.1	9.6	-4.7	101.7	-1.3	0.0	-1.3	0.9	9.1	-6.1	-1.6
O=C(Cc1n[nH]c(=O)[nH]c1=O)N/N=C/c1cccc(Cl)c1	1.4	12.4	1.6	100.3	0.3	4.0	9.4	-8.9	12.0	49.5	-2.4
Cc1ccc2c(c1)N(CC(=O)Nc1ccccc1F)C(=O)C(C)O2 (stereo unspecified)	5.7	7.3	-2.6	115.0	x	x	0.7	1.6	6.7	x	-1.4
COc1cccc(-c2ncc3ccccc3c2COC(=O)CCCC(=O)O)c1	3.4	x	12.2	108.0	-0.6	0.3	-2.0	-3.9	9.1	4.8	-1.6
CCCSc1nsc(NC(=O)c2cccnc2OCC)n1	2.6	-34.5	4.6	110.5	0.2	-1.0	4.6	-2.8	-1.1	x	0.2
Cc1cccc(Nc2ccc([N+](=O)[O-])cc2C(=O)O)c1	4.9	18.6	-16.1	90.9	-1.4	0.0	-3.9	4.2	-1.5	x	0.2

(listing goes on)
structure	phage Ecoli inh	PfHsp90 yeast 2	HTR5A inv ag	DSG3 Ab inh	Ecoli viability	AddAB inh	HTR5A ag ctr	PKA-R1A act	OPRM1-OPRD1 inv	SUMO Mot1 rescue	OPRM1-OPRD1 ag
CC1(C)Cc2ccccc2/C(=C/C(=O)c2ccccc2)N1	2.2	-0.5	4.1	95.7	1.7	1.9	-1.1	-7.0	-1.3	-18.9	0.3
O=C(CCc1c[nH]c2ccccc12)Nc1ccc(S(=O)(=O)Nc2ncccn2)cc1	-0.6	-24.7	0.8	103.5	-0.9	2.7	-0.3	1.3	9.6	336.7	-1.8
Clc1ccc(-n2ncc3c(NCc4ccccn4)ncnc32)cc1	0.2	-16.7	0.7	102.0	0.8	0.9	5.9	-4.7	-8.8	-10.6	1.7
C[C@@H]1COC(=O)[C@H](Cc2ccc(F)cc2)CC/C=C/C[C@@H](CC(=O)N[C@H](CO)Cc2ccccc2)C(=O)N1	2.2	-10.9	3.0	106.3	-3.9	-1.2	-1.2	-0.9	5.2	0.0	-0.9
COc1cc(/C=C(\C#N)C(=O)c2ccc(O)c(O)c2)cc(I)c1O	0.1	0.1	12.0	103.6	0.6	0.8	1.1	6.5	6.9	3.9	-1.2
Cc1ccc(-c2cc(C(=O)NCc3ccccn3)no2)cc1	4.2	-2.9	-20.2	88.9	1.6	1.4	2.9	1.6	0.3	402.0	-0.1
COc1ccc(C2CC(=O)C=C(NCc3ccccc3)C2)cc1 (stereo unspecified)	1.6	-8.8	-9.4	x	0.2	0.8	-0.3	10.0	12.2	9.8	-2.4
COc1cc(NC(=S)N2CCCCC2C)cc(OC)c1OC (stereo unspecified)	2.9	-4.2	11.6	87.3	1.3	1.2	6.6	6.9	8.7	14.9	-1.7
CN(C)c1ccc(/C=N/n2cnn(Cc3ccccc3Cl)c2=S)cc1	5.4	-13.0	11.3	157.1	0.9	1.5	3.5	3.3	1.3	237.9	-0.2

Molecules shown so far with a CF3 group, in the order listed:
structure	phage Ecoli inh	PfHsp90 yeast 2	HTR5A inv ag	DSG3 Ab inh	Ecoli viability	AddAB inh	HTR5A ag ctr	PKA-R1A act	OPRM1-OPRD1 inv	SUMO Mot1 rescue	OPRM1-OPRD1 ag
O=C(c1ccccn1)N1CCN(c2cccc(C(F)(F)F)c2)CC1	4.8	8.8	-53.0	110.5	-0.5	0.4	-10.1	-5.4	0.9	363.3*	-0.2
CCOC(=O)C1(Cc2ccccc2C(F)(F)F)CCN(C2CCSC2)CC1 (stereo unspecified)	2.7	13.1	-1.9	104.0	-1.6	-0.5	1.9	-4.4	-0.1	-5.4	0.0
